TRAIL sens C8: sensitizes caspase-8 expressing cells to TRAIL. NB7+C8 cells + TRAIL, ATPlite viability luminescence. 1% of 360,000 active. AID 624354. inhibition (viability loss, TRAIL sensitization), % at 10 µM;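 active = compounds causing at least 50% loss of cell viability in the single-dose screen, relative to plate controls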
TROY signal inh: blocks TROY-dependent signaling in reporter cells; 0.98% of 360,000 active; inhibition, % at 10 µM; Q293 LMP1-TROYcd NF-kB luciferase reporter, 4 h; AID 1347056;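 active = compounds whose plate-normalised and pattern-corrected inhibition of the luciferase reporter signal at the single screening dose is 50% or more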
LMP1 NFkB inh: reduces LMP1-driven NF-kappaB luciferase signal; inhibition, % at 12.5 µM; 0.69% of 350,000 active; AID 504558; LMP1-induced NF-kappaB luciferase reporter cells, luminescence; in the data active = inhibition above about 41%;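 note: 0% = neutral control wells and 100% = reference inhibitor control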
NR5A2 inv ag: inverse agonists of human LRH-1 (NR5A2); HEK293T StAR-luciferase reporter, LRH-1 transfected, 24 h; 0.13% of 360,000 active; O00482; inhibition, % at 3.6 µM;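 active = inhibition above the mean inhibition of all tested compounds plus 3 SD, cut at about 73% in these data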;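 note: 0% = DMSO wells and 100% = reporter-only cells lacking LRH-1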
TWEAK Fn14 block: TWEAK-Fn14 signaling inhibition. TWEAK-stimulated Fn14 reporter cells, luciferase luminescence, 8 h. inhibition, % at 10 µM. 2% of 360,000 active; in the data active = inhibition above about 50%
SRC3 inh: inhibits human SRC3 coactivator; Q9Y6Q9; HEK293 GAL4-SRC3 luciferase reporter, luminescence; inhibition, % at 3.6 µM; 0.17% of 360,000 active; AID 588352;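 active = inhibition above a per-campaign cutoff, the mean of all compounds plus 3 SD, cut at about 60% in these data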;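 note: 0% = DMSO-treated cells and 100% = gossypol-treated cells at 36 µM; higher means less SRC3-driven luciferase light from the GAL4 reporter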
Target sequence (Q9Y6Q9 whole entry, looked up, the tested form may be a part): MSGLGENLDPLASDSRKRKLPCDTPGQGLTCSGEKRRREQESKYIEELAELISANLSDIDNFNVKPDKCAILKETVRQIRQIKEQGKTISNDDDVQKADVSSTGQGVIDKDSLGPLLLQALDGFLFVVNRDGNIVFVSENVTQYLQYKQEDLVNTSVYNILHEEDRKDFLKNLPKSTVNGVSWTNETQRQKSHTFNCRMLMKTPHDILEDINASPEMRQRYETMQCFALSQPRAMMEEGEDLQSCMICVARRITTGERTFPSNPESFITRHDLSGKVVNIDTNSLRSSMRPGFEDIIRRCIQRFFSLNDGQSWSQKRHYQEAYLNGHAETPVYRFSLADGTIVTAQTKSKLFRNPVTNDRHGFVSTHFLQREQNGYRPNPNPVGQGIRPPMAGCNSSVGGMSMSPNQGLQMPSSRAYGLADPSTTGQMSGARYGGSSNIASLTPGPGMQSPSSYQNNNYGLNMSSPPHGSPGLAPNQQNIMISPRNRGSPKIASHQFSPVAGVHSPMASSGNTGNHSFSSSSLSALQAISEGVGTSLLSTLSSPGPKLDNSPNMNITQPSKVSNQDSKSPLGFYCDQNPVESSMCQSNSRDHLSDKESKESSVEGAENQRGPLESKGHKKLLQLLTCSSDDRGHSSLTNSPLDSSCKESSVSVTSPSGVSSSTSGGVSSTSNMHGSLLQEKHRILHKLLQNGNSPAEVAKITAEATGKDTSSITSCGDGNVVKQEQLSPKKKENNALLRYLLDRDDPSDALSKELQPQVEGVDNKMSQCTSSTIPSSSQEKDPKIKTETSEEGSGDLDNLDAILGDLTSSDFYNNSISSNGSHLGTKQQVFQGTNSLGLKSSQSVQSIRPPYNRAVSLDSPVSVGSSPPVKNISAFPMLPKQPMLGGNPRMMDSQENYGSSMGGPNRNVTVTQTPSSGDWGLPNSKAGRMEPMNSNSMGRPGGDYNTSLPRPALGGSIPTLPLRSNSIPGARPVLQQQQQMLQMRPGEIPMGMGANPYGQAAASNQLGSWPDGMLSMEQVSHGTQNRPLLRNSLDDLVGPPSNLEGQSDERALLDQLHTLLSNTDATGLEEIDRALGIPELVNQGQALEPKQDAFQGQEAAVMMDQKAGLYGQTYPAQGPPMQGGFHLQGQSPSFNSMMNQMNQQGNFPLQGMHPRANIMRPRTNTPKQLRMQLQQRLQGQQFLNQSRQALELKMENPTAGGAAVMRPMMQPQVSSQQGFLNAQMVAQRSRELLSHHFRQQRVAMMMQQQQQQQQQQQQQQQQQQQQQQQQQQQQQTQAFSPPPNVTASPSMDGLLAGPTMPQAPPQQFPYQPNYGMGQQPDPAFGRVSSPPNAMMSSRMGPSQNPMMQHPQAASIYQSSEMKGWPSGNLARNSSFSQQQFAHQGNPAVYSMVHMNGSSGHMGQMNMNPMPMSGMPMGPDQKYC
CF NFkB block: blocks PAF-induced NF-kB reporter in cystic fibrosis cells | KKLEB NF-kB-GFP reporter, GFP fluorescence overnight | inhibition, % at 5 µM | 0.86% of 360,000 active | AID 588850;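 active = at least 50% inhibition at 5 µM, scaled per plate between neutral and stimulator controls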;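 note: PAF is a Pseudomonas aeruginosa culture filtrate used as stimulus; plate controls were PAF-stimulated DMSO wells for no effect and unstimulated DMSO wells for full effect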
SRC1 inh: human NCOA1 inhibition | 0.12% of 360,000 active | inhibition, % at 3.6 µM | Q15788 | HEK293 GAL4-SRC1 luciferase reporter, luminescence | AID 588354;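 active = inhibition above the campaign mean plus 3 SD, with each screening campaign given its own cutoff, cut at about 60% in these data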;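 note: 0% = DMSO treated cells and 100% = gossypol at 36 µM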
NR2F2 inh: blocks human COUP-TFII nuclear receptor | HEK293T NGFI-A luciferase reporter, luminescence | inhibition, % at 8.6 µM | P24468 | 0.7% of 370,000 active | AID 686940;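 active = inhibition above a per-plate cutoff, mean inhibition of test wells between control levels plus 3 SD, cut at about 38% in these data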;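 note: cells cotransfected with COUP-TFII expression vector driving the NGFI-A reporter; 0% = median of COUP-TF2 test wells and 100% = reporter-only cells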
NCOA2 inhibitor: human SRC2 (NCOA2) inhibition; HEK293 GAL4-SRC2 luciferase reporter, luminescence; 0.17% of 370,000 active; Q15596; inhibition, % at 9 µM; AID 651957;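 active = inhibition above the mean inhibition of all tested compounds plus 3 SD, set per campaign, cut at about 52% in these data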;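 note: 0% = DMSO treated cells and 100% = cells given Gossypol at 36 µM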
KKLEB cytotox: reduces viability of KKLEB cystic fibrosis airway cells | KKLEB CF airway cells viability, ATPlite luminescence, overnight; stronger effect = lower value; cells stimulated with P. aeruginosa culture filtrate | activity change (cytotoxicity), % at 5 µM | 0.36% of 360,000 active | AID 602141;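 active = corrected activity change at or below -50% at 5 µM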
* hit, by the source's call; . = no result given.

Sample of the layout, two compounds:
SMILES | TRAIL sens C8 | TROY signal inh | LMP1 NFkB inh | NR5A2 inv ag | TWEAK Fn14 block | SRC3 inh | CF NFkB block | SRC1 inh | NR2F2 inh | NCOA2 inhibitor | KKLEB cytotox
COc1cccc(C(=O)/C=C/Nc2ccc(S(=O)(=O)Nc3nc(C)cc(C)n3)cc2)c1 | 0 | -36 | 8 | -48 | -26 | 9 | 6 | -8 | 0 | 5 | -3
CN(c1ccccc1)S(=O)(=O)c1ccc(C(=O)NCc2ccc(F)cc2)cc1 | 4 | 13 | 0 | -3 | 1 | -12 | 8 | -2 | -16 | 6 | -5

The list itself, from the first entry:
SMILES | TRAIL sens C8 | TROY signal inh | LMP1 NFkB inh | NR5A2 inv ag | TWEAK Fn14 block | SRC3 inh | CF NFkB block | SRC1 inh | NR2F2 inh | NCOA2 inhibitor | KKLEB cytotox
COc1cccc(C(=O)/C=C/Nc2ccc(S(=O)(=O)Nc3nc(C)cc(C)n3)cc2)c1 | 0 | -36 | 8 | -48 | -26 | 9 | 6 | -8 | 0 | 5 | -3
CN(c1ccccc1)S(=O)(=O)c1ccc(C(=O)NCc2ccc(F)cc2)cc1 | 4 | 13 | 0 | -3 | 1 | -12 | 8 | -2 | -16 | 6 | -5
Cc1cc(C(=O)OCC(=O)Nc2cc(S(=O)(=O)N(C)C)ccc2Cl)c2ccccc2n1 | -39 | 0 | 1 | 12 | 2 | 11 | -18 | -13 | -5 | 13 | 5
O=c1oc(/C=C/c2ccco2)nc2sc3c(c12)CCC3 | -7 | -1 | 1 | -15 | -1 | 12 | -11 | -4 | -3 | -17 | 5
Cn1ccnc1SCC(=O)Nc1ccc(Oc2ccccc2)cc1 | -3 | . | -13 | -62 | -14 | -41 | -11 | -32 | -25 | -19 | -3
COc1ccc(Cl)cc1C(=O)NCc1ccco1 | -14 | 7 | 5 | -7 | -3 | 13 | 5 | -8 | -28 | -40 | -6
CN(Cc1cn(C)nc1-c1ccccc1F)Cc1nccn1C | -6 | 3 | 7 | 5 | -1 | 11 | -8 | 4 | -3 | -3 | 12
CC(=O)Nc1ccc(NC(=O)c2ccccc2-n2cnnn2)cc1 | -3 | -11 | 5 | -22 | -19 | -16 | 7 | 2 | 8 | -38 | 7
FC(F)(F)c1nnc(-c2ccccc2)nc1Sc1ccccc1 | 9 | 19 | 2 | 6 | 25 | 26 | 11 | 3 | 5 | 6 | -10
Cc1ccc(OCc2ccc(C(=O)Nc3nccs3)o2)cc1C | -13 | -36 | -43 | -37 | 0 | -35 | 18 | -27 | -13 | -24 | 5
COc1ccccc1CN(C(=O)c1ccco1)C(C(=O)NC1CCCC1)c1ccncc1 (stereo unspecified) | 0 | 6 | 9 | 8 | -14 | -2 | -4 | 12 | -6 | -11 | 0
COC(=O)C(NC=O)C(O)(Cc1ccccc1)C(F)(F)F (stereo unspecified) | 8 | -30 | -18 | -10 | -42 | -60 | 2 | -37 | -17 | -59 | -7
O=C(Nc1ccc(Cl)cc1F)C1CCN(S(=O)(=O)c2cccnc2)CC1 | 15 | 0 | 4 | -14 | 5 | -20 | -10 | -4 | -3 | 1 | -1
COc1cc(-c2ccc3oc(-c4ccsc4)c(C#CC4(O)CCCCC4)c3c2)cc(OC)c1OC | 9 | -7 | -18 | -8 | -13 | 4 | 29 | 3 | -10 | 13 | -16
CCc1ccc(NC(=S)NCC2CCCN2CC)cc1 (stereo unspecified) | -10 | 12 | 8 | -16 | 8 | 5 | 33 | -25 | -23 | -20 | -2
O=c1[nH][nH]cc1C=NCc1cccnc1 | -8 | -14 | -3 | -5 | -3 | 5 | -8 | -1 | 9 | -4 | 0
CCOC(=O)c1ccc(NC(=S)NCc2ccc(S(N)(=O)=O)cc2)cc1 | 30 | -3 | -3 | -15 | 14 | -17 | -13 | 21 | 3 | 13 | 8
CC1(C(=O)Nc2ccccc2Br)CCN1C(=O)Cc1ccccc1Cl (stereo unspecified) | -6 | -2 | . | 9 | 6 | 1 | -3 | 1 | -18 | 1 | -4
CC(C)(C)C(=O)Nc1cccc(C(=O)c2cccc(NC(=O)C(C)(C)C)c2)c1 | 8 | -7 | -4 | -9 | 8 | -11 | 5 | 6 | 1 | 2 | 4
Nc1nc2n(n1)C(c1cccs1)CC(c1ccccc1)N2 (stereo unspecified) | 2 | -19 | -9 | -10 | 4 | 19 | -36 | 0 | -7 | -7 | 5
C=CCn1c(SCc2nc3ccccc3[nH]2)nnc1-c1ccc(OC)cc1 | -7 | 12 | 6 | -6 | -4 | 14 | -2 | -8 | 7 | 4 | 14
CCOC(=O)N1CCN(C(=O)CSc2ccc(C(=O)OC)cc2[N+](=O)[O-])CC1 | -15 | 8 | 3 | -4 | 6 | 0 | -12 | 12 | -12 | -5 | 0
O=C(CN(Cc1ccc2c(c1)OCO2)C(=O)CSc1nc2ccccc2o1)NC1CCCCC1 | -10 | -7 | -5 | 1 | -15 | -7 | 0 | -11 | 21 | -24 | -7
COc1cccc(NC(=O)CN(C)C(C)C(=O)Nc2ccc(S(=O)(=O)N3CCCC3)cc2)c1 (stereo unspecified) | 2 | 4 | 0 | 10 | 2 | 9 | -6 | -16 | 6 | 12 | 3
Cc1ccc(C(c2nnnn2C(C)(C)C)N2CCN(C3CCCC3)CC2)cc1 (stereo unspecified) | 1 | 6 | -5 | 7 | 6 | 2 | 12 | -4 | -4 | -43 | -2
COc1ccccc1C(=O)Nc1cccc2c1CCCC2 | 2 | -44 | -3 | -21 | -9 | 11 | -12 | 22 | -18 | -39 | -4
Cc1cccc(C(=O)O)c1[N+](=O)[O-] | 12 | -9 | 4 | -18 | 0 | -6 | -6 | -24 | 6 | 16 | 14
Cc1ccc(S(=O)(=O)NCC(c2cccnc2)N2CCN(Cc3ccccc3)CC2)cc1 (stereo unspecified) | 7 | -6 | -1 | -15 | 1 | 1 | -20 | -18 | 17 | 12 | -12
O=C(CN1CCN(c2ccccn2)CC1)Nc1ccc(OC(F)(F)F)cc1 | 17 | -3 | -2 | 10 | -23 | 1 | -11 | -6 | -3 | -29 | 19
Nc1ccc(S(=O)(=O)NC2(C(F)(F)F)NC(=O)N(c3ccc(F)cc3)C2=O)cc1 (stereo unspecified) | 6 | 9 | -3 | -2 | -17 | 2 | 4 | -28 | -24 | -18 | -13
C[N+]1(CC(=O)OCCCc2ccccc2)CCOCC1 | 8 | -11 | -3 | 3 | -10 | 1 | -12 | -3 | 10 | -15 | 10
O=C1C=C(/C=C/C2C=CC=CC2)C[C@@H](c2ccc(Cl)cc2)C1 (stereo partly specified) | -17 | -23 | -12 | -13 | -4 | -1 | 1 | -5 | -10 | -14 | -31
COc1ccc(NC2CS(=O)(=O)CC2OC(=O)c2ccc(F)cc2)cc1 (stereo unspecified) | -5 | -4 | -6 | 7 | -7 | 17 | -6 | 9 | -2 | 3 | 0
O=C(O)c1ccc(NC(=O)C(c2ccccc2)c2ccccc2)cc1 | -5 | -4 | 8 | -1 | 26 | -2 | -2 | -12 | 3 | -3 | -12
COc1ccc(NC(=O)COc2ccc(C)c(C)c2)cc1S(=O)(=O)N1CCCCC1 | -3 | 3 | 0 | 2 | 26 | -20 | 12 | -12 | 10 | -29 | -12
Cc1cccc(C)c1OCC(=O)N1CCc2ccccc2C1 | -14 | -10 | -6 | -20 | -15 | -21 | -2 | 5 | -4 | -14 | -2
C[C@@H]1CN([C@H](C)CO)C(=O)c2cc(NC(=O)Nc3ccc(C(F)(F)F)cc3)ccc2O[C@H]1CN(C)S(=O)(=O)c1ccccc1 | 18 | 29 | 5 | 11 | 55* | 23 | 57* | 12 | 21 | 35 | 14
CCC1CCCCN1CCCNC(=O)C1CCN(c2ncnc3c2nc2n3CCCCC2)CC1 (stereo unspecified) | -10 | -2 | -10 | 4 | -4 | -9 | -11 | -1 | 2 | 17 | -4
O=C(c1ccco1)N1CCN(C(=O)C23CC4CC(CC(C4)C2)C3)CC1 | 17 | 4 | 7 | 7 | -6 | 2 | 24 | 3 | 14 | 4 | -11
CC(C)NC(=O)/C(C#N)=C\c1ccc(N(C)C)o1 | -13 | 5 | -2 | -32 | -21 | -8 | -9 | -14 | -11 | 8 | 2
COC(=O)c1ccccc1NC(=O)CSc1nncn1-c1ccccn1 | -13 | -15 | 1 | -21 | 4 | -21 | -12 | 2 | 16 | 15 | 4
Cc1oc(-c2ccccc2)cc1C(=O)Nc1cccc(/C=C/C(=O)O)c1 | 1 | -8 | 1 | -14 | -7 | 4 | 26 | -13 | -8 | -21 | 2
Cc1nn(-c2ncc(C(F)(F)F)cc2Cl)c(=O)n1-c1ccccc1F | 0 | 0 | -1 | 5 | 14 | 6 | -4 | -22 | -4 | 2 | 12
Nc1nnc(SCC(=O)N2CCCCC2)s1 | -11 | 6 | -1 | 11 | -4 | -2 | 11 | -39 | 3 | -41 | 18
Cc1ccc(CNC(=O)CCNC(=O)Cn2ccc3ccccc3c2=O)o1 | 6 | -8 | -3 | 1 | -3 | -25 | -9 | -20 | -17 | -14 | 11
CCOc1ccc(C(=O)NCc2ccco2)cc1 | 0 | -9 | -11 | -45 | 22 | -22 | -1 | -3 | -15 | -21 | -2
CCOC(=O)c1sc(NC(=O)c2cccc(S(=O)(=O)N3CCN(C)CC3)c2)cc1C | -10 | -9 | -22 | 6 | -73 | 11 | 7 | -13 | -22 | 8 | 4
Cc1nc2cc(NC(=O)Nc3ccc(Br)cc3)ccc2o1 | 48 | -36 | -21 | -159 | -25 | -101 | 9 | -112 | -38 | -23 | 7
Cn1c(=O)n(C)c2cc(S(=O)(=O)NCc3ccccc3)ccc21 | 5 | 8 | 4 | 6 | 19 | 11 | 0 | -3 | 3 | 0 | -9
CCN1CCc2c(OCC(=O)N3N=C(c4cccs4)CC3c3ccc(F)cc3)cccc2C1=O (stereo unspecified) | 13 | 6 | 5 | 2 | -2 | 11 | 3 | 2 | 6 | 2 | -14
O=C(NNC(=O)c1cccnc1)NC1CCCCC1 | 0 | 22 | -2 | -11 | -10 | 4 | 13 | -28 | -3 | 2 | -4
Cc1ccc(C(c2nnnn2C2CCCCC2)N2CCN3CCCC3C2)cc1 (stereo unspecified) | -6 | -27 | -1 | 12 | 21 | 4 | 3 | -4 | 11 | 8 | -2
NC(=O)C1(Nc2ccccc2Cl)CCCC1 | 7 | 1 | -6 | 2 | -18 | -11 | -14 | 8 | 4 | -17 | 7
O=C(/C=C/Sc1ccccc1)c1ccccc1 | -3 | 34 | -24 | -43 | 90* | -38 | 21 | -43 | -20 | -93 | -29
CN(C)S(=O)(=O)c1cccc(COC(=O)c2ccc3c(c2)OCO3)c1 | 8 | -11 | 3 | 4 | -13 | -1 | 4 | -5 | 1 | 18 | 2
COC(=O)c1c(C(=O)OC)c(-c2ccc(C)cc2)n2c1CCC2 | 8 | 4 | 7 | 10 | -3 | -2 | 16 | -8 | 14 | 5 | -5
Cc1ccccc1N(CC(=O)N1CCc2ccccc2C1)S(C)(=O)=O | -10 | -2 | -2 | 25 | -14 | 17 | 0 | -4 | 10 | -20 | 7
COc1ccc([C@H]2CC(=O)C=C(c3c(OC)cccc3OC)C2)cc1 | 17 | 8 | -6 | 13 | -2 | 3 | 13 | 9 | 1 | 4 | -11

Compound activity as filed in PubChem BioAssay.
